NadD block: NadD (S. aureus) enzyme inhibition; inhibition, % at 20 µM; AID 602399; 0.78% of 360,000 active; purified NadD enzyme, colorimetric absorbance read-out; in the data active = inhibition above about 26%; note: some compounds past the cut are filed as inactive
Neddylation inh: inhibitors of human cullin neddylation | calls only at 25 µM | 0.58% of 360,000 active | P61081+Q13564 | TR-FRET cullin neddylation, biochemical; in the data active = inhibition above about 36%
Rpn11 block: inhibitors of human proteasome Rpn11; O00487; human 26S proteasome, Ub4-pepOG fluorescence polarization; 20S core pre-blocked with epoxomicin; calls only at 20 µM; 0.59% of 360,000 active; AID 588493;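 active = inhibition at 20 µM, scaled to each plate's controls, above about 33%, limit read from the data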
FAS-TE inh: blocks the thioesterase domain of human fatty acid synthase | P49327 | recombinant FAS-TE, OMFH fluorogenic substrate, fluorescence endpoint | inhibition, % at 15 µM | 0.67% of 360,000 active;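 active = compounds whose normalised, plate-corrected inhibition of enzyme fluorescence in the single-dose primary screen is 50% or more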;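 note: 0% = DMSO with enzyme and 100% = substrate without enzyme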
MT1-MMP act inh: MT1-MMP (human) activation inhibition; HT1080 RFP-PRO-GFP cells, GFP/RFP ratio fluorescence, overnight; percent of plate control window, DMSO zero; AID 651647; GFP/RFP ratio change, % at 20 µM; 0.061% of 360,000 active; P50281;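 active = GFP/RFP ratio change of at least 30% with cell ATP level not reduced by more than half and red fluorescence within 50% of control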; note: strong numbers were not always called active
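Material – HT1080 RFP-PRO-GFP cells · Control set – DMSO wells and RFP-L50D-GFP cells · Incubation – overnight cell settling, then overnight compound exposure, 37 °C, 5% CO2 · Compound dosing – single-point 20 µM compound, 1% DMSO · Read-out – GFP/RFP fluorescence ratio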
CSN inh: CSN deneddylation inhibition; 0.38% of 360,000 active; inhibition, % at 12.5 µM; AID 651999; Purified CSN, SCF-Nedd8-OG deneddylation, fluorescence polarization; Q92905;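 active = pattern-corrected inhibition above about 35%, with an unprinted fluorescence ratio check between 0.5 and 1.5, limit read from the data, passing the limit was not always enough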;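 note: 0% = enzyme with substrate and 100% = substrate without enzyme; some results filed as inactive read as strong as hits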
Target sequence (Q92905 whole entry, looked up, one chain of several): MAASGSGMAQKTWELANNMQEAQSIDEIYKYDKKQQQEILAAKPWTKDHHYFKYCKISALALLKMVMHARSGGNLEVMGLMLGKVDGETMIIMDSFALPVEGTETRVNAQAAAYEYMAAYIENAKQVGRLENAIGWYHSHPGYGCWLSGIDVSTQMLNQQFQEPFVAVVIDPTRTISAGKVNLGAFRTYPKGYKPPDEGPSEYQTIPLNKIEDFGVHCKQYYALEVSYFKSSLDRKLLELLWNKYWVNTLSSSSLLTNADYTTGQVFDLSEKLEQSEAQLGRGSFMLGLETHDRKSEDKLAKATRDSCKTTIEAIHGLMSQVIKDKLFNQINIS
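Test system: Human Csn5 produced in HEK293T cells | Compound: 12.5 µM single point | Times: 90 min, room temperature | Signal: Fluorescence polarization readout | Read-out basis: % inhibition of substrate cleavage by Csn5 | Controls: no-enzyme wells high, enzyme-with-substrate wells low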
Rin1 Abl inh: inhibitors of human Rin1-Abl protein interaction; P00519+Q13671; TR-FRET Rin1/Abl binding, biochemical; inhibition, % at 7.35 µM; 0.4% of 360,000 active; AID 588664; in the data active = inhibition above about 5%, passing the limit was not always enough
SKN-1 inh: inhibitors of C. elegans SKN-1; AID 624304; 0.49% of 360,000 active; C. elegans VP596 Pgst-4::GFP/RFP ratio, acrylamide-induced, 24 h; inhibition, % at 21.8 µM;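 active = interference check ratio from 0.5 to 1.5 plus GFP to RFP signal ratio inhibition reaching or exceeding a fixed threshold, cut at about 30% in these data, passing the limit was not always enough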; note: some compounds called inactive have numbers as strong as hits
MLLE-PAM2 inh: blocks PAM2 peptide binding to the PABP1 MLLE domain. P11940. GST-MLLE / FITC-PAM2 fluorescence polarization. inhibition, % at 20 µM. 0.36% of 360,000 active. AID 588489; in the data active = inhibition above about 35%, passing the limit was not always enough;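 note: plate controls were DMSO wells with GST-MLLE for no effect and wells lacking GST-MLLE protein for full effect; some results filed as inactive read as strong as hits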
Target sequence (P11940 whole entry, looked up, the tested form may be a part): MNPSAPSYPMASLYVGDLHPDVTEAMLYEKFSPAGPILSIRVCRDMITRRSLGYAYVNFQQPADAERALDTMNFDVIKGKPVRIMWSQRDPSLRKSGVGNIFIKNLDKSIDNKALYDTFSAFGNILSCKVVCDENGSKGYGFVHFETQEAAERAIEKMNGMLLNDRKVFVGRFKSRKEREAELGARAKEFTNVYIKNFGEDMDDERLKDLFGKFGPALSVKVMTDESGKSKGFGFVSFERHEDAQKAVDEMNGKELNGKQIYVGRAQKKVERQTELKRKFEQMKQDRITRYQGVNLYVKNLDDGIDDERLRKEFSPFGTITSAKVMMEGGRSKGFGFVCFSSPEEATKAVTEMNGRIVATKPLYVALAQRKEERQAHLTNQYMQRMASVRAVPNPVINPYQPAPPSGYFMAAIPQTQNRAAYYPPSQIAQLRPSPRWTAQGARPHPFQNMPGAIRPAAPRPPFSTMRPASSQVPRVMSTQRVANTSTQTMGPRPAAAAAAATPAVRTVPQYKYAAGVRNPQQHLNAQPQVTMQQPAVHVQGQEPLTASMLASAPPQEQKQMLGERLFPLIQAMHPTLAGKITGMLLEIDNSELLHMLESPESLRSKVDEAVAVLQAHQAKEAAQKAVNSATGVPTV
The depositor's hits bear a star; i = inactive; x = not tested or not shown.

1) O=C(COC(=O)C1CCC1)Nc1ccc(OC(F)F)cc1
2) CCOc1cc2[nH]c(=O)n(Cc3cccc(OC)c3)c(=O)c2cc1OCC
3) O=C1OCCN1C(=O)[C@H]1[C@H](c2ccc(Cl)cc2)C(c2ccc(F)cc2)=NN1c1ccccc1
4) O=c1oc(-c2ccc(Cl)cc2[N+](=O)[O-])nc2ccccc12
5) Cc1nc(SCC(=O)Nc2ccc3c(c2)OCCO3)nc(C)c1C
6) CCOC(=O)c1ccc(N/C=C/C(=O)c2ccco2)cc1

assay / compound,1,2,3,4,5,6
NadD block,-2,-4,17,-9,1,-1
Neddylation inh,i,i,x,i,i,i
Rpn11 block,i,i,i,i,i,i
FAS-TE inh,-4,-10,74*,62*,3,-6
MT1-MMP act inh,4,4,-4,-2,10,2
CSN inh,-5,0,-4,-2,6,2
Rin1 Abl inh,-2,2,-3,2,6,-2
SKN-1 inh,3,-7,10,-4,-2,34
MLLE-PAM2 inh,1,5,8,0,-3,2

7) O=C(Nc1ccc(Cl)cc1)Nc1ccc(-c2cnco2)cc1
8) COC(=O)C1=C2c3[nH]c4ccccc4c3CCN2C(=O)CC1
9) CCc1nnc(NS(=O)(=O)c2ccc(NC(=O)c3cc(Cl)ccc3Cl)cc2)s1
10) Cc1cccc(C(=O)N2CCC(=O)N(C(COCc3cccc(Cl)c3)Cc3ccccc3)CC2)c1 (stereo unspecified)
11) COc1ccc([C@H]2CC(=O)C=C(c3cccc(F)c3OC)C2)cc1
12) COc1cc(OC)c(OC)cc1CNc1cc(C)ccc1OC

assay / compound,7,8,9,10,11,12
NadD block,-7,4,3,6,-2,4
Neddylation inh,i,i,i,i,i,i
Rpn11 block,i,i,i,i,i,i
FAS-TE inh,1,9,-6,21,28,3
MT1-MMP act inh,-2,1,5,2,2,-3
CSN inh,-4,4,5,-3,-1,3
Rin1 Abl inh,-2,-4,-1,5,1,-1
SKN-1 inh,14,-10,-4,2,17,3
MLLE-PAM2 inh,-5,-12,3,4,-5,9

13) Oc1ccccc1N=N/C(=N/Nc1ccccc1O)c1ccccc1
14) CCOC(=O)c1ccc(NC(=O)CCNC(=O)c2ccc([N+](=O)[O-])cc2)cc1
15) O=C(O)CSc1nc2ccccc2c(=O)[nH]1
16) CCCCNC(=O)C1(C)CCN1C(=O)c1cncc(Br)c1 (stereo unspecified)
17) Cc1ccc(S(=O)(=O)Oc2ccc(C)cc2/C=N/N=C2\NC(=O)C(C)S2)cc1 (stereo unspecified)
18) CCC1Nc2ncnc(N3CCOCC3)c2N(Cc2ccc(Cl)cc2)C1=O (stereo unspecified)

assay / compound,13,14,15,16,17,18
NadD block,5,-5,2,1,-6,2
Neddylation inh,i,i,i,i,i,i
Rpn11 block,i,i,i,i,i,i
FAS-TE inh,-4,50,-3,-9,-1,-6
MT1-MMP act inh,3,1,0,0,-7,-14
CSN inh,1,3,-1,6,-4,-1
Rin1 Abl inh,3,-3,-5,-2,-2,3
SKN-1 inh,8,9,6,20,9,-9
MLLE-PAM2 inh,-29,-4,-3,5,-9,-14

19) COc1cc(-n2c(=O)c3ccccc3n(CC(=O)c3ccc(Br)cc3)c2=O)cc(OC)c1OC
20) COc1cc(C(=O)NCCN2CCN(C(=O)c3cc(OC)c(OC)c(OC)c3)CC2)cc(OC)c1OC
21) O=C(COc1ccc(S(=O)(=O)NC2CCCC2)cc1)NCC1CCCO1 (stereo unspecified)
22) Cc1ccccc1-n1nnnc1SC(C)C(=O)Nc1ccc(N2CCN(C)CC2)cc1 (stereo unspecified)
23) O=C(Nc1ccc2c(c1)OCCO2)C1CCN(S(=O)(=O)c2cccc3nsnc23)CC1
24) Cc1c(C(=O)O)cnc2c([N+](=O)[O-])cnn12

assay / compound,19,20,21,22,23,24
NadD block,-9,0,-7,-4,4,-3
Neddylation inh,i,i,i,i,i,i
Rpn11 block,i,i,i,i,i,i
FAS-TE inh,-14,-6,-8,-6,2,-8
MT1-MMP act inh,-3,1,2,7,0,-3
CSN inh,-4,2,-1,-1,3,-2
Rin1 Abl inh,1,-4,0,3,2,2
SKN-1 inh,-5,8,-2,3,-19,0
MLLE-PAM2 inh,13,-5,9,0,-14,-2

25) Cc1ccc(C(=O)Nc2ccccc2Cl)cc1
26) NC(=O)CC(NC(=O)Cc1ccc(Br)cc1)c1ccc(NC2CC3CCC2C3)c([N+](=O)[O-])c1 (stereo unspecified)
27) Cc1ccc(C=NNC(=O)c2cc(-c3cccnc3)nc3ccccc23)o1
28) CCc1ccc(NC(=O)c2c(Cl)nc(C)c(Cl)c2C)cc1
29) CCOc1ccc(OCC)c(S(=O)(=O)NCCCN2CCOCC2)c1
30) O=S1(=O)NC(C2CC2c2ccccc2)CCO1 (stereo unspecified)

assay / compound,25,26,27,28,29,30
NadD block,0,3,3,-5,1,-3
Neddylation inh,i,i,i,i,i,i
Rpn11 block,i,i,i,i,i,i
FAS-TE inh,-3,13,-6,11,-3,-1
MT1-MMP act inh,-3,14,-11,-3,3,-7
CSN inh,1,2,6,5,1,1
Rin1 Abl inh,1,1,-5,-1,0,-1
SKN-1 inh,5,4,-7,3,-5,9
MLLE-PAM2 inh,3,-18,15,9,1,1

An excerpt of these results, tab-delimited.
#	SMILES	NadD block	Neddylation inh	Rpn11 block	FAS-TE inh	MT1-MMP act inh	CSN inh	Rin1 Abl inh	SKN-1 inh	MLLE-PAM2 inh
10	Cc1cccc(C(=O)N2CCC(=O)N(C(COCc3cccc(Cl)c3)Cc3ccccc3)CC2)c1 (stereo unspecified)	6	i	i	21	2	-3	5	2	4
20	COc1cc(C(=O)NCCN2CCN(C(=O)c3cc(OC)c(OC)c(OC)c3)CC2)cc(OC)c1OC	0	i	i	-6	1	2	-4	8	-5
8	COC(=O)C1=C2c3[nH]c4ccccc4c3CCN2C(=O)CC1	4	i	i	9	1	4	-4	-10	-12

(listing goes on)
31) O=C(C(=O)N1CCCc2ccccc21)c1cn(CC(=O)N2CCOCC2)c2ccccc12
32) Cc1cccc(NC(=O)Cn2c(=O)n(Cc3ccccc3)c(=O)c3c(C)c(C)sc32)c1
33) Cc1oc(C)c2c(=O)ccc3c(c12)OC(N)=C(C#N)C3c1ccccc1Cl (stereo unspecified)
34) Cn1c(N)c(C(=O)c2cc(-c3ccncc3)nc3ccccc23)c(=O)n(C)c1=O
35) CCOC(=O)CCC(=O)Nc1ccc(S(=O)(=O)N2CCCC2)cc1
36) CCOc1ccc(S(=O)(=O)N(CC(=O)NCC2CCCO2)c2ccc(F)cc2)cc1 (stereo unspecified)

assay / compound,31,32,33,34,35,36
NadD block,-9,8,1,2,-6,-4
Neddylation inh,i,i,i,i,i,i
Rpn11 block,i,i,x,i,i,i
FAS-TE inh,-5,28,-16,-3,-4,-2
MT1-MMP act inh,-6,-4,-62,3,4,0
CSN inh,-1,8,31,-3,6,2
Rin1 Abl inh,3,-5,3,0,-3,1
SKN-1 inh,6,3,19,3,-3,16
MLLE-PAM2 inh,-1,-14,-42,-15,-5,4

37) CCOc1ccc(S(=O)(=O)NCc2cccnc2)cc1C(C)C
38) Nc1ccc(C(O)(C(F)(F)F)C(F)(F)F)cc1
39) CCOC(=O)N1CCN(S(=O)(=O)c2ccc3c(c2)OCC(=O)N3)CC1
40) CN(C)C1=NC[C@H](Cc2ccccc2)N1CCCC1CCCCC1
41) CC1(C)C(c2cccs2)=[N+]([O-])C2(CCCCC/C2=N\O)N1O (stereo unspecified)
42) COc1ccc(CCC(=O)Nc2ccc3c(c2)OCO3)cc1OC

assay / compound,37,38,39,40,41,42
NadD block,-1,2,-4,1,2,-2
Neddylation inh,i,i,i,i,i,i
Rpn11 block,i,i,i,i,i,i
FAS-TE inh,-2,2,-5,-75,-9,-3
MT1-MMP act inh,5,-5,4,4,-1,-3
CSN inh,3,-3,-1,-5,-2,0
Rin1 Abl inh,0,-2,4,2,-6,4
SKN-1 inh,-14,9,-15,4,-6,-10
MLLE-PAM2 inh,-11,0,-4,-5,-6,-1

43) COc1ccccc1C(=O)NCC(c1ccco1)N1CCc2ccccc21 (stereo unspecified)
44) COc1ccccc1N1CCN(Cc2nnnn2CCc2ccccc2)CC1
45) Cc1sc(N)nc1-c1cccs1
46) C[C@H](CO)N1C[C@H](C)[C@H](CN(C)C(=O)Nc2ccc3c(c2)OCCO3)OCc2cnnn2CCCC1=O
47) Cc1ccc2c(c1)NC(=O)C(CC(=O)NCc1cccnc1)O2 (stereo unspecified)
48) Cc1ccccc1OCc1nnc2c3cnn(C)c3ncn12

assay / compound,43,44,45,46,47,48
NadD block,-1,4,4,-2,0,-1
Neddylation inh,i,i,i,i,i,i
Rpn11 block,i,i,i,i,i,i
FAS-TE inh,15,-6,-7,-3,-5,0
MT1-MMP act inh,-4,4,0,4,-1,4
CSN inh,7,-6,5,1,-2,0
Rin1 Abl inh,-3,1,-2,3,-3,-1
SKN-1 inh,1,-14,16,15,1,4
MLLE-PAM2 inh,-1,-3,-31,3,11,9

3 records picked at random from those above:
45) Cc1sc(N)nc1-c1cccs1
48) Cc1ccccc1OCc1nnc2c3cnn(C)c3ncn12
47) Cc1ccc2c(c1)NC(=O)C(CC(=O)NCc1cccnc1)O2 (stereo unspecified)

assay / compound,45,48,47
NadD block,4,-1,0
Neddylation inh,i,i,i
Rpn11 block,i,i,i
FAS-TE inh,-7,0,-5
MT1-MMP act inh,0,4,-1
CSN inh,5,0,-2
Rin1 Abl inh,-2,-1,-3
SKN-1 inh,16,4,1
MLLE-PAM2 inh,-31,9,11

Continuation.
49) Cn1c(=O)n(C)c2cc(/C=N/NC(=S)NCc3ccccc3)ccc21
50) C=CCNC(=O)c1ccccc1NS(=O)(=O)c1ccccc1
51) Cn1nnnc1SCC(=O)N1CCN(C(c2ccccc2)c2ccccc2)CC1
52) O=C1Cc2ccccc2C(c2c(Cl)cccc2Cl)N1 (stereo unspecified)
53) Cc1c(C(=O)N(C)C)sc(NC(=O)c2cc([N+](=O)[O-])cc([N+](=O)[O-])c2)c1C#N
54) CC(CCc1ccccc1)NC(=O)COC(=O)c1ccc(NC(=O)CC#N)cc1 (stereo unspecified)
55) CN(C(=O)c1ccc(NC(=O)Cc2ccc(NC(=O)C3CCN(C(=O)C4CCCCC4)CC3)cc2)cc1)C1CCCC1

assay / compound,49,50,51,52,53,54,55
NadD block,-4,3,-3,2,1,-3,10
Neddylation inh,i,i,i,i,i,i,i
Rpn11 block,i,i,i,i,i,i,i
FAS-TE inh,13,-5,9,-5,5,2,-7
MT1-MMP act inh,5,-3,-8,1,13,-5,0
CSN inh,-17,0,1,-1,3,-5,1
Rin1 Abl inh,-2,1,1,-1,-4,-1,4
SKN-1 inh,9,6,-8,-13,-13,5,-3
MLLE-PAM2 inh,9,5,-5,1,-1,-7,-2

Screening data deposited in PubChem BioAssay by several laboratories.
